Source: PubChem (several laboratories)
A340 absorber = absorbance at 340 nm | compound absorbance at 340 nm, fold over control | fold change at 10 µM | 65,000 tested, under 10 active;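 active means at 10 µM dose, initial 340 nm absorbance at least 2 fold that of control wells; inactive means change under 2 fold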;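 further: initial absorbance extrapolated from kinetic A340 decline of NADH oxidation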
5-HT1A blocker = antagonists of human 5-HT1a serotonin receptor; CHO 5-HT1a Ga15 NFAT-bla reporter, antagonist mode; inhibition, % at 10 µM; actives 0.68% (n = 62,000);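 active means inhibition above the mean of all tested compounds plus 3 SD, cut at about 43% in these data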;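 further: receptor stimulated by 5-CT agonist at 100 nM near EC80; beta-lactamase reporter measured by ratiometric fluorescence of a cleavable substrate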
Fluor 339 460 = intrinsic fluorescence of library compounds, ex339/em460 – biochemical, MLSMR library, data from DPM-DC assay, artefact control, profiling panel. compound autofluorescence, ex339/em460 nm, NADH buffer; active compounds read high; 1 = no-compound wells, NADH background. fluorescence fold increase at 10 µM. actives 5.5% (n = 65,000). AID 709;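 active means at 10 µM, mean starting fluorescence two-fold or more over control wells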;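 further: signal is the first read of a kinetic run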
SF-1 act = activates the human nuclear receptor SF-1; Q13285; CHO-K1 Gal4-SF-1 LBD luciferase reporter; % increase over DMSO SF-1-specific signal; activation, % at 10 µM; actives 1.9% (n = 65,000); AID 522;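 active means activation above the mean activation of all tested compounds plus 3 SD, cut at about 50% in these data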
Target sequence (Q13285 whole entry, looked up, the tested form may be a part): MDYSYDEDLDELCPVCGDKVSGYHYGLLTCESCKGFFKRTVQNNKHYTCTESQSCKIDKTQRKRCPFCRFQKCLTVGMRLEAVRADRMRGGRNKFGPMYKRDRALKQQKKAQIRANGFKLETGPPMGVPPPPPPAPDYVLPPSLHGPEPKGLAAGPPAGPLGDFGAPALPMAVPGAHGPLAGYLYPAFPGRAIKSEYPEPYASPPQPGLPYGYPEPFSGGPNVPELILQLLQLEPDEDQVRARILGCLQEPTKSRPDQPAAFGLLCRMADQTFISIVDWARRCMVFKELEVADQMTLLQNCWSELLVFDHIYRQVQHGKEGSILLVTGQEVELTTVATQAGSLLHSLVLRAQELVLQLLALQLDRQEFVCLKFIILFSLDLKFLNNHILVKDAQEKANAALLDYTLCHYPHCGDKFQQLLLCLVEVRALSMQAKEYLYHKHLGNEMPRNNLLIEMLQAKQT
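Test system: CHO-K1 cells with Gal4–hSF-1 LBD chimera plus Gal4-driven luciferase; Input: 4,000 cells/well; Compound: 10 µM only; Times: 20 h compound treatment, 37 °C; Measured by: steady-glow luciferase luminescence, read after 15 min reagent incubation; Measure: percent activation versus DMSO; Control set: DMSO and mock-transfected background; Replicates: one test per compound.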
TNAP act DEA = human TNAP activation, intermediate phosphate acceptor; P05186; purified TNAP, CDP-star luminescence, 100 mM DEA, 30 min; active compounds read high; scale: 0 levamisole-inhibited, 1 vehicle-only enzyme; 64,000 tested, under 10 active; activation factor at 20 µM; AID 813;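 active means activation factor of at least 2 at 20 µM, relative to controls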
NADH coupling = inhibitors of enzymes used to reach an NAD/NADH endpoint; coupled PK/LDH NADH assays, four targets; IC50, µM (top dose mostly 10 µM), inactives show top-dose inhibition; actives 0.02% (n = 65,000); AID 774;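 active means single-dose screening hits from any of four coupled enzyme assays that gave an IC50 when retested across doses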;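 further: the DPM-DC format reads NADH fluorescence rather than 340 nm absorbance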
5HT1a ag = 5-HT1a (human) receptor agonism; P08908; actives 0.56% (n = 65,000); AID 567; CHO 5-HT1a Ga15 NFAT-bla reporter, FRET ratio; 0% basal, 100% maximal reference agonist; activation, % at 10 µM;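 active means activation above the screen-wide mean activation plus 3 SD, cut at about 19% in these data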;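 further: 0% = DMSO wells and 100% = 5-CT at EC100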
MMP13 inh = blocks human MMP13 activity; P45452; actives 0.07% (n = 65,000); MMP-13 fTHP FRET cleavage, Mca fluorescence; inhibition, % at 4 µM;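 active means inhibition above the mean of compound-free control plate wells plus 3 SD, cut at about 14% in these data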;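 further: 0% = DMSO wells and 100% = wells with reference MMP-13 inhibitor after basal subtraction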
RORA act = activates the human nuclear receptor RORA; P35398; CHO-K1 Gal4-RORA LBD luciferase reporter, luminescence; percent increase over mock-subtracted basal signal; AID 560; activation, % at 10 µM; actives 1.5% (n = 65,000);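 active means activation above the mean of all tested compounds plus 3 SD, cut at about 49% in these data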;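 further: 0% = DMSO-treated RORA cells and 100% = added signal equal to DMSO minus mock-transfected cells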
Target sequence (P35398 whole entry, looked up, the tested form may be a part): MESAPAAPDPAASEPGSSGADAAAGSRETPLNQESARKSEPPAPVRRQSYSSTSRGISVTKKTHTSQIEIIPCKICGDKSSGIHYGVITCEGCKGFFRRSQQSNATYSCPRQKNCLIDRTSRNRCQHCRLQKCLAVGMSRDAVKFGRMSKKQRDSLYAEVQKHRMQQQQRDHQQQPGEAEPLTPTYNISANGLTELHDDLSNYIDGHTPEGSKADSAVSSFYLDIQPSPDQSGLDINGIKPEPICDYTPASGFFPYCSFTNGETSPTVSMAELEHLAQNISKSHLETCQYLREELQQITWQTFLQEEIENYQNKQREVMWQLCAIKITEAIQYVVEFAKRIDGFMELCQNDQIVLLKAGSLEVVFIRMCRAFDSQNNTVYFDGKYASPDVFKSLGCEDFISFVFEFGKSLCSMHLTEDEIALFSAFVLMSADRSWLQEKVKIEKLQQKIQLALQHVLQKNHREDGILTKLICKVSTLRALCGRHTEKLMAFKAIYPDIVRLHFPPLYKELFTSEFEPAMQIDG
Active calls of the source: *; [ ] = dose if it differs, or a comment.

Cn1c(=NC(=O)CN2C(=O)C3CC=CCC3C2=O)sc2ccccc21 (configuration not stated) was read as A340 absorber 1, 5-HT1A blocker 8, Fluor 339 460 1.1, SF-1 act 18, TNAP act DEA 0.9, NADH coupling 5%, 5HT1a ag -3.0, MMP13 inh -6 and RORA act 28.
CC(C)Cn1c(-c2cccs2)nc2nc3ccccc3nc21 was read as A340 absorber 1.1, 5-HT1A blocker -7, Fluor 339 460 3.9*, SF-1 act 5, TNAP act DEA 0.8, NADH coupling 1%[fluoresces], 5HT1a ag 9.5, MMP13 inh inactive[fluorescence artefact?] and RORA act 3.
`Cc1onc(-c2ccccc2)c1C(=O)Nc1ccccc1C#N` gave A340 absorber 1.1, 5-HT1A blocker 12, Fluor 339 460 1, SF-1 act -1, TNAP act DEA 1, NADH coupling 5%, 5HT1a ag -0.4, MMP13 inh 0 and RORA act -21.
For Cc1ccc2nc(C)cc(NCCO)c2c1 the results were A340 absorber 1.1, 5-HT1A blocker 9, Fluor 339 460 0.96, SF-1 act 0, TNAP act DEA 1, NADH coupling 7%, 5HT1a ag -4.7, MMP13 inh 2 and RORA act 0.
CCOc1ccc(C2CC(c3ccccc3C)n3ncnc3N2)cc1 (configuration not stated) was read as A340 absorber 1, 5-HT1A blocker 20, Fluor 339 460 1.1, SF-1 act 15, TNAP act DEA 1, NADH coupling 4%, 5HT1a ag -2.4, MMP13 inh -6 and RORA act 2.
For CC(=O)OC(C(=O)NC1CCCCC1)c1ccncc1 (configuration not stated) the results were A340 absorber 1, 5-HT1A blocker -2, Fluor 339 460 1, SF-1 act -2, TNAP act DEA 1, NADH coupling 4%, 5HT1a ag -3.2, MMP13 inh -1 and RORA act -7.
Screening CC(C)N=c1cc2n(-c3ccc(Cl)cc3)c3ccccc3nc-2cc1Nc1ccc(Cl)cc1 returned A340 absorber 0.98, Fluor 339 460 0.53, SF-1 act -29, TNAP act DEA 0.8, NADH coupling 16%, 5HT1a ag -4.8, MMP13 inh 1 and RORA act 14.
For C=CCSc1nnc(C)n1-c1ccc(Cl)cc1 the results were A340 absorber 1, 5-HT1A blocker -19, Fluor 339 460 1.1, SF-1 act 16, TNAP act DEA 1, NADH coupling 5%, 5HT1a ag -2.9, MMP13 inh 1 and RORA act 1.
`Cc1cccc2cc(CN(CC3CCCO3)C(=O)c3ccncc3)c(=O)[nH]c12` (configuration not stated) gave A340 absorber 1, 5-HT1A blocker -15, Fluor 339 460 1.3, SF-1 act -1, TNAP act DEA 0.9, NADH coupling 6%, 5HT1a ag 1.4, MMP13 inh -7 and RORA act -12.
`c1coc(-c2nc(-c3ccncc3)no2)c1` gave A340 absorber 1.1, 5-HT1A blocker -4, Fluor 339 460 1.1, SF-1 act 50*, TNAP act DEA 1, NADH coupling 4%, 5HT1a ag 0.5, MMP13 inh 0 and RORA act 48.
`CCOc1ccc2[nH]c(C)c(CN3CCN(CC)CC3)c(=O)c2c1` gave A340 absorber 1.1, 5-HT1A blocker 10, Fluor 339 460 1.7, SF-1 act 19, TNAP act DEA 1, NADH coupling 4%, 5HT1a ag -2.6, MMP13 inh -11 and RORA act -17.
Cc1cc(C(=O)Nc2nc3c(s2)CCCC3)cs1 was read as A340 absorber 0.99, 5-HT1A blocker 10, Fluor 339 460 1.1, SF-1 act 3, TNAP act DEA 0.9, NADH coupling 4%, 5HT1a ag -0.3, MMP13 inh -4 and RORA act -22.
Screening CCOc1ccc2c(c1)sc1nc(C(=O)OC)cc(=O)n12 returned A340 absorber 1, 5-HT1A blocker 6, Fluor 339 460 1, SF-1 act 7, TNAP act DEA 0.9, NADH coupling 10%, 5HT1a ag -0.8, MMP13 inh -5 and RORA act -12.
O=C(CN(c1ccc2c(c1)OCCO2)S(=O)(=O)c1ccccc1)NCc1ccco1 was read as A340 absorber 1, 5-HT1A blocker -14, Fluor 339 460 1.1, SF-1 act 4, TNAP act DEA 0.9, NADH coupling 0%, 5HT1a ag -1.5, MMP13 inh 8 and RORA act -10.
For Cc1ccc(C(=O)c2cn[nH]c2-c2cc(Cl)ccc2O)cc1 the results were A340 absorber 1, 5-HT1A blocker -1, Fluor 339 460 1.1, SF-1 act -2, TNAP act DEA 1.2, NADH coupling 3%, 5HT1a ag 9.2, MMP13 inh -5 and RORA act 13.
`CC(=O)Oc1ccc2oc(C)c(C(=O)N3CCOCC3)c2c1` gave A340 absorber 1, 5-HT1A blocker 5, Fluor 339 460 1.1, SF-1 act -6, TNAP act DEA 0.9, NADH coupling 0%, 5HT1a ag 0.5, MMP13 inh -1 and RORA act -16.
For COc1ccccc1N1CCN(c2cc(=O)n(-c3ccccc3Cl)c(=O)[nH]2)CC1 the results were A340 absorber 0.98, 5-HT1A blocker -2, Fluor 339 460 1.1, SF-1 act -2, TNAP act DEA 0.9, NADH coupling 5%, 5HT1a ag -1.0, MMP13 inh 0 and RORA act 12.
`C(=N\c1nc2ccccc2n1CCN1CCCCC1)/c1ccc2c(c1)OCO2` gave A340 absorber 1.1, 5-HT1A blocker 11, Fluor 339 460 1, SF-1 act -7, TNAP act DEA 1, NADH coupling 6%, 5HT1a ag -4.5, MMP13 inh -2 and RORA act -5.
N#CC1=C2SCC(O)(c3ccccc3)N2C(=O)CC1c1ccccc1 (configuration not stated) was read as A340 absorber 1, Fluor 339 460 1, SF-1 act -5, TNAP act DEA 0.9, NADH coupling 3%, 5HT1a ag -1.4, MMP13 inh 0 and RORA act -6.
For COc1cc(NC(=O)c2ccco2)c(OC)cc1NC(=O)c1cc(OC)c(OC)c(OC)c1 the results were A340 absorber 1.1, 5-HT1A blocker 0, Fluor 339 460 1.1, SF-1 act -1, TNAP act DEA 0.9, NADH coupling 5%, 5HT1a ag 15, MMP13 inh 1 and RORA act 5.

Among those listed so far, two have a cyano group.
`Cc1onc(-c2ccccc2)c1C(=O)Nc1ccccc1C#N` gave A340 absorber 1.1, 5-HT1A blocker 12, Fluor 339 460 1, SF-1 act -1, TNAP act DEA 1, NADH coupling 5%, 5HT1a ag -0.4, MMP13 inh 0 and RORA act -21.
N#CC1=C2SCC(O)(c3ccccc3)N2C(=O)CC1c1ccccc1 (configuration not stated) was read as A340 absorber 1, Fluor 339 460 1, SF-1 act -5, TNAP act DEA 0.9, NADH coupling 3%, 5HT1a ag -1.4, MMP13 inh 0 and RORA act -6.

(more compounds)
Screening CC1(C)CC(=O)N(CC(=O)NC2CCCC2)c2ccccc2S1(=O)=O returned A340 absorber 1, 5-HT1A blocker 4, Fluor 339 460 1.1, SF-1 act -11, TNAP act DEA 1, NADH coupling 7%, 5HT1a ag -4.6, MMP13 inh 1 and RORA act 2.
`CC(=O)Oc1ccc(C(=O)O)cc1OC(C)=O` gave A340 absorber 0.99, 5-HT1A blocker -14, Fluor 339 460 1.1, SF-1 act -11, TNAP act DEA 1, NADH coupling 6%, 5HT1a ag -2.2, MMP13 inh -2 and RORA act 12.
For O=C(Nc1ccc2oc(=O)ccc2c1)c1ccco1 the results were A340 absorber 1.1, 5-HT1A blocker -6, Fluor 339 460 2.8*, SF-1 act 35, TNAP act DEA 0.8, NADH coupling 12%, 5HT1a ag 0.4, MMP13 inh -19 and RORA act 27.
For COC(=O)C1=C(C)OC(N)=C(C#N)C1c1ccccc1F (configuration not stated) the results were A340 absorber 1, 5-HT1A blocker 14, Fluor 339 460 1.1, SF-1 act -20, TNAP act DEA 0.9, NADH coupling 9%, 5HT1a ag -0.1, MMP13 inh 3 and RORA act -36.
Screening O=C(Cn1nc(C(=O)O)c2ccccc2c1=O)NCC1CCCO1 (configuration not stated) returned A340 absorber 1, 5-HT1A blocker 5, Fluor 339 460 1.1, SF-1 act 8, TNAP act DEA 0.9, NADH coupling 6%, 5HT1a ag -3.2, MMP13 inh 3 and RORA act 2.
O=C(O)c1cccc(NS(=O)(=O)c2ccc3nnn(O)c3c2)c1 was read as A340 absorber 1, 5-HT1A blocker 3, Fluor 339 460 1, SF-1 act -2, TNAP act DEA 0.9, NADH coupling 2%, 5HT1a ag -0.1, MMP13 inh -1 and RORA act -11.
Cn1c(CN2CCCC2)nc2cc(NC(=O)COc3ccc(Cl)cc3)ccc21 was read as A340 absorber 1, 5-HT1A blocker 20, Fluor 339 460 1.1, SF-1 act -9, TNAP act DEA 1, NADH coupling 5%, 5HT1a ag -0.4, MMP13 inh -2 and RORA act -7.
For CC(=O)c1cccc(NC(=O)CN(Cc2ccccc2)S(C)(=O)=O)c1 the results were A340 absorber 1.1, 5-HT1A blocker 2, Fluor 339 460 1.2, SF-1 act 4, TNAP act DEA 0.9, NADH coupling 1%, 5HT1a ag -1.0, MMP13 inh 2 and RORA act -2.
For COc1ccc(OCCC(=O)NC2=NCCS2)cc1 the results were A340 absorber 1.1, 5-HT1A blocker 15, Fluor 339 460 1.1, SF-1 act -3, TNAP act DEA 0.9, NADH coupling 8%, 5HT1a ag -0.7, MMP13 inh 2 and RORA act 2.
`COc1ccccc1-c1nc2n(n1)C(c1cccs1)C(C(=O)Nc1cccnc1)=C(C)N2` (configuration not stated) gave A340 absorber 0.99, 5-HT1A blocker -5, Fluor 339 460 1, SF-1 act 2, TNAP act DEA 0.9, NADH coupling 2%, 5HT1a ag -0.1, MMP13 inh 4 and RORA act -2.
`COC(=O)c1ccc(CSc2nnnn2Cc2ccccc2)cc1` gave A340 absorber 0.99, 5-HT1A blocker -9, Fluor 339 460 1, SF-1 act 7, TNAP act DEA 0.8, NADH coupling 4%, 5HT1a ag -3.0, MMP13 inh 2 and RORA act -6.
Cc1nn(C)c(C)c1NC(=O)c1ccnn1C was read as A340 absorber 0.99, 5-HT1A blocker -3, Fluor 339 460 1.1, SF-1 act 8, TNAP act DEA 0.9, NADH coupling 6%, 5HT1a ag 1.2, MMP13 inh 0 and RORA act -19.
`O=C(Nc1nnc(-c2ccc(Cl)cc2)o1)C1CCCCC1` gave A340 absorber 0.97, 5-HT1A blocker -17, Fluor 339 460 1.1, SF-1 act -6, TNAP act DEA 0.7, NADH coupling 2%, 5HT1a ag -4.5, MMP13 inh -4 and RORA act -13.
`COc1ccc(OC)c(C(c2nnnn2C2CCCC2)N2CCN(c3ccccc3F)CC2)c1` (configuration not stated) gave A340 absorber 0.98, 5-HT1A blocker 25, Fluor 339 460 1.1, SF-1 act -10, TNAP act DEA 1, NADH coupling 10%, 5HT1a ag 0.6, MMP13 inh 3 and RORA act -18.
Screening CCCc1ccc(OCCNC(C)=O)cc1 returned A340 absorber 1, 5-HT1A blocker -8, Fluor 339 460 1.1, SF-1 act 17, TNAP act DEA 1, NADH coupling 7%, 5HT1a ag 1.1, MMP13 inh 0 and RORA act 0.
Screening O=C(O)CCCn1nc(-c2ccccc2)c2ccccc21 returned A340 absorber 1, 5-HT1A blocker 1, Fluor 339 460 1.2, SF-1 act -4, TNAP act DEA 1, NADH coupling 7%, 5HT1a ag 0.1, MMP13 inh 2 and RORA act -16.
`CCOC(=O)c1cnn(-c2ccccc2)c1NC(=O)c1cccs1` gave A340 absorber 1.1, 5-HT1A blocker 0, Fluor 339 460 1.1, SF-1 act 12, TNAP act DEA 0.9, NADH coupling 11%, 5HT1a ag 0.0, MMP13 inh 5 and RORA act -6.
`CNCCCC1c2ccccc2C=Cc2ccccc21` gave A340 absorber 0.98, Fluor 339 460 1.1, SF-1 act 5, TNAP act DEA 0.9, NADH coupling 2%, 5HT1a ag -4.5, MMP13 inh -19 and RORA act -3.

Random draw from the library; about 8.9% have a hit in one of these screens.
